AID inh: Primary qHTS assay for inhibitors of Activation Induced Cytidine Deaminase (AID): AID signal | Single-stranded DNA cytosine deaminase (Homo sapiens), Q9GZX7 | AID deamination FRET fluorescence, UDG-coupled, 4 h | Potency, µM (titrated, usually from 115 µM), without a hit: at the highest dose activity change, negative = inhibition, usual class: inhibitors | actives 0.32% (n = 91,000) | AID 1347428, 2020; further: nearly all actives have a fitted effect of over 25% in size
Target sequence (Q9GZX7 whole entry, looked up): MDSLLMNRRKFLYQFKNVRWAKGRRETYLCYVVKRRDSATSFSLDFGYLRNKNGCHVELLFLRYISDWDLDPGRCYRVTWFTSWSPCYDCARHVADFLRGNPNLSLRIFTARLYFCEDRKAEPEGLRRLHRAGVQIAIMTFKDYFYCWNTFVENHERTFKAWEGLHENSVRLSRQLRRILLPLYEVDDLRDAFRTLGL
UDG counter: Primary qHTS assay for inhibitors of Activation Induced Cytidine Deaminase (AID): UDG Counterscreen signal; Uracil-DNA glycosylase; FRET deamination/UDG coupled assay, UDG read, 4 h; Potency, µM (top dose mostly 115 µM), for the others: at the top dose activity change, negative = inhibition, most hits filed as inhibitors; actives 0.14% (n = 91,000); AID 1347430, 2020; further: nearly all actives have a fitted effect of over 65% in size
* hit, by the source's call; ? = inconclusive; [ ] = remark or other dose. The call rests on the fitted dose curve; in most records, active means well fitted curve in the direction sought with a large enough effect; inconclusive means small, poorly fitted or top-dose-only effect, or another doubt; inactive means no such curve, though single readings can be large; an effect the other way counts as inactive or inconclusive. On the % scale 0 is the no-effect control and ±100 the full control effect; potency means the concentration at half of the fitted maximal effect. Only part of the results is shown; rates above refer to the full screens.

[1] COc1ccc(CCNC(=O)C2CCN(S(=O)(=O)c3c(C)noc3/C=C/c3ccc(C)cc3)CC2)cc1OC
[2] Cc1cc2nc(COC(=O)c3ccc(NC(=O)c4ccc(F)cc4)cc3)cc(=O)n2o1
[3] CCOC(=O)COc1ccccc1C1C(C(=O)OC)=C(C)NC2=C1C(=O)c1ccccc12 (stereo not given)
[4] CC1CCC(C(=O)Nc2ccc(Br)cc2)CC1 (stereo not given)
[5] Cn1ncc2c(Sc3nnc(-c4ccccc4)n3-c3ccc(F)cc3F)ncnc21
[6] COCCn1ccc2c(OCC(=O)Nc3c(C)cc(C)cc3C)cccc2c1=O
[7] CCCCNC(=O)c1cc(-c2ccc(Cl)c(Cl)c2)on1
[8] Cc1ccc(NS(=O)(=O)c2ccc(CCC(=O)O)cc2)cc1S(=O)(=O)N1CCCCC1

screen / no.	1	2	3	4	5	6	7	8
AID inh	22%	0%	-26%	6%	-9%	35%[activator]	22%	-2%
UDG counter	-1%	1%	-24%	-4%	2%	?	33%[activator]	3%

[9] CCc1cccc(C)c1NS(=O)(=O)c1cc2[nH]c(=O)c(=O)[nH]c2cc1C
[10] CCc1cccc(NC(=O)Cn2ccn3nc(-c4ccc(OC)c(OC)c4)cc3c2=O)c1
[11] COc1ccc(CCNCc2c(C(=O)O)c(C)n(Cc3ccccc3C)c2C)c(OC)c1
[12] COc1cnc(CSc2ncccn2)cc1OCC(=O)N1CCc2ccccc21
[13] CCNC(=O)CC1C(=O)N(c2ccc(F)cc2)C(=O)N1CCOC (stereo not given)
[14] CC(C)Oc1ccc(C(=O)Nc2cccc3cccnc23)cc1
[15] O=S(=O)(c1ccc(F)c(F)c1)N1CCN(C23CC4CC(CC(C4)C2)C3)CC1
[16] Cc1ccc(S(=O)(=O)N2CCC(C(=O)NCc3cnn(-c4ccccc4)c3)CC2)cc1

screen / no.	9	10	11	12	13	14	15	16
AID inh	7%	-3%	2%	-12%	13%	-27%	-6%	-5%
UDG counter	-7%[57.5 µM]	-18%	5%	42%[activator]	-25%	-12%	0%	-1%

Sorted by value in AID inh (largest number first): some entries from above
| entry | Structure | AID inh |
| --- | --- | --- |
| 9 | CCc1cccc(C)c1NS(=O)(=O)c1cc2[nH]c(=O)c(=O)[nH]c2cc1C | 7% |
| 11 | COc1ccc(CCNCc2c(C(=O)O)c(C)n(Cc3ccccc3C)c2C)c(OC)c1 | 2% |
| 14 | CC(C)Oc1ccc(C(=O)Nc2cccc3cccnc23)cc1 | -27% |

Later entries:
[17] C=C(C)C1CC=C(C)/C(=N\NC(=S)Nc2ccccc2)C1 (stereo not given)
[18] O=S1(=O)c2ccccc2N(Cc2cccc(F)c2)c2ccccc21
[19] COc1ccccc1CNC(=O)CCC1N=C2c3ccccc3N=C(SCC(=O)Nc3ccc(F)cc3)N2C1=O (stereo not given)
[20] CCOC(=O)c1cc(-c2ccccc2)sc1NC(=O)CCN1CCOCC1
[21] CCOc1ccc(NC(=O)N(Cc2c[nH]c3ccccc23)C2CCCCC2)cc1
[22] O=C(COc1ccccc1F)Nc1ccc(Cl)c(-c2nc3ccccc3[nH]2)c1
[23] COc1cc(NC(=O)N2CCN(c3cc(-c4noc(C)n4)ccc3C)CC2)cc(OC)c1OC
[24] COc1ccc(NC(=O)N2CCN(c3cnccn3)CC2)cn1

screen / no.	17	18	19	20	21	22	23	24
AID inh	3%	4%	9%	-6%	-3%	30%	-14%	1%
UDG counter	9%	2%	5%	3%	-2%	17%	-4%	3%

Record cards, from the list above.
Shown for COc1ccc(NC(=O)N2CCN(c3cnccn3)CC2)cn1 → AID inh: 1%; UDG counter: 3%
Shown for COc1cc(NC(=O)N2CCN(c3cc(-c4noc(C)n4)ccc3C)CC2)cc(OC)c1OC → AID inh: -14%; UDG counter: -4%

The list goes on.
[25] COc1ccccc1/C=C(/C#N)C(=O)c1c[nH]c2cccc(C)c12
[26] CCN1C(=O)C2(c3ccccc31)c1c(oc3ccccc3c1=O)C(=O)N2CCOC (stereo not given)
[27] Cc1ccc(C2c3[nH]c4ccccc4c3CCN2C(=O)CCc2ccccc2)cc1 (stereo not given)
[28] COc1ccc(N2CCN(C(=O)CSc3n[nH]c(-c4ccccc4)n3)CC2)cc1
[29] CC(C)c1ccc(NC(=O)C(Sc2ccccc2)c2ccccc2)cc1 (stereo not given)
[30] Cc1cc(SCC(=O)Nc2ccc(C(N)=O)cc2)nc2ccccc12
[31] Cc1nn(CC(=O)NC(C)c2ccccc2)c(=O)c2cc3occc3n12 (stereo not given)
[32] Cc1cc(-n2ccnc(NCCc3ccc(S(N)(=O)=O)cc3)c2=O)ccc1Br

screen / no.	25	26	27	28	29	30	31	32
AID inh	-15%	4%	-14%	6%	8%	?	23%	25%
UDG counter	9%	2%	-14%[57.5 µM]	31%[activator]	4%	8%	-6%	36%[activator]

[33] O=S(=O)(CCN1CCN(c2ccc(O)cc2)CC1)c1ccccc1
[34] Cc1ccc(Cn2c(SCCN3CCCCC3)nc3c2c(=O)n(C)c(=O)n3C)cc1
[35] NC(=O)C1=CN(C2OC(COP(=O)(O)OP(=O)(O)OC[C@H]3O[C@@H](n4cnc5c(N)ncnc54)[C@H](OP(=O)(O)O)[C@@H]3O)C(O)C2O)C=CC1 (stereo not given in full)
[36] O=C(COC(=O)c1ccc(S(=O)(=O)NCc2ccco2)cc1)c1ccccc1
[37] CCc1cccc(C)c1NC(=O)Cn1cnc2c1c(=O)n(C)c(=O)n2C
[38] Cc1ccc(Nc2c(-c3ccc(C)s3)nc3ncccn23)cc1
[39] CCOc1ccccc1NC(=O)CN1C(=O)C2(SCC(=O)N2c2cccc(F)c2)c2ccccc21 (stereo not given)
[40] Cc1ccc(NC(=O)Cn2c(=O)n(Cc3ccccc3)c(=O)c3c(C)c(C(=O)N(C)C)sc32)c(C)c1

screen / no.	33	34	35	36	37	38	39	40
AID inh	3%	?	14%	-3%	0%	-3%	23%	-18%
UDG counter	6%	?	0%	0%	-5%	10%	5%	-6%

[41] O=C(Cn1nnc2sc(-c3ccccc3)cc2c1=O)Nc1cccc(C(F)(F)F)c1
[42] Cn1cnc(S(=O)(=O)N2CCCC(C(=O)Nc3ccc(OC(F)(F)F)cc3)C2)c1 (stereo not given)
[43] CC(C)N(C(=O)Cn1cc(S(=O)(=O)Cc2ccc(Br)cc2)c2ccccc21)C(C)C
[44] COc1ccc(S(=O)(=O)Nc2cccc(-c3ccc(N4CCCC4)nn3)c2)cc1F
[45] Cn1cnc2c1c(=O)n(CCCSc1nnc(-c3ccc(C(C)(C)C)cc3)o1)c(=O)n2C
[46] Cc1ccc2c(C)nc(Nc3nc(C)c(Cc4ccccc4)c(=O)[nH]3)nc2c1
[47] Cc1[nH]c2ccc(C(=O)N(Cc3ccc(F)cc3)C3CC3)cc2c1C
[48] Cc1nc(N2CCCC2)ncc1C(=O)N1CCN(c2ccccc2F)CC1

screen / no.	41	42	43	44	45	46	47	48
AID inh	106%[activator]	9%	0%	-19%	?	?	-20%	15%
UDG counter	9%	1%	-1%[57.5 µM]	?	-8%	5%	-11%	0%

[49] Cc1ccc(CN2C(=O)C(O)(c3c(C)[nH]c4ccccc34)c3ccccc32)cc1 (stereo not given)
[50] CCc1ccc(N=C2NC(=O)CC(C(=O)Nc3ccc(OC)cc3)S2)cc1 (stereo not given)
[51] CCN(CC(=O)NC)S(=O)(=O)N1CCCC(C)C1 (stereo not given)
[52] C=CCNC(=S)N/N=C/C1=CCC2CC1C2(C)C (stereo not given)
[53] COc1ccc(C2(CNC(=O)C(=O)Nc3cccc(C(F)(F)F)c3)CCCC2)cc1OC
[54] CCN1CCN(C(=O)Cn2ncc3c4ccccc4n(Cc4c(C)cc(C)cc4C)c3c2=O)CC1
[55] O=S(=O)(NCCS(=O)(=O)N1CCN(c2ccccc2)CC1)c1ccc(Cl)cc1
[56] CCCCNC(=O)c1cccc2ncccc12

screen / no.	49	50	51	52	53	54	55	56
AID inh	-7%	-9%[57.5 µM]	-2%	38%[activator]	-14%	0%	2%	6%
UDG counter	-10%	-5%[57.5 µM]	2%	-5%	-5%	-1%	-11%	9%

[57] Cc1ccc(-c2nnc(Nc3ccc(S(N)(=O)=O)cc3)c3ccccc23)cc1S(=O)(=O)N1CCCCC1
[58] CCCSC1=C(C#N)C(c2ccc(O)c(OC)c2)CC(=O)N1 (stereo not given)
[59] COc1ccc(-c2nc(C(N)=O)c3c(n2)n(-c2ccccc2OC)c(=O)n3C)c(OC)c1
[60] CCC(Cn1nnc2ccccc2c1=O)NC(=O)Nc1cc(C)cc(C)c1 (stereo not given)
[61] CCc1c(C)sc(NC(=O)c2sc3ccccc3c2Cl)c1C#N
[62] COc1ccc(F)cc1S(=O)(=O)Nc1cccc(-c2ccc(N3CCC(C)CC3)nn2)c1
[63] Cc1ccccc1CN(C)C(=O)CCc1nc2ccccc2s1
[64] CCOc1ccc(CNC(=O)C2CCCN(S(=O)(=O)N(C)c3ccc(F)cc3)C2)cc1OC (stereo not given)

screen / no.	57	58	59	60	61	62	63	64
AID inh	5%	3%	-10%	-12%	12%	-29%	-5%	-21%
UDG counter	-7%	-2%	0%	-11%[57.5 µM]	8%	?	3%	1%

At a glance, part of the list above:
[55] O=S(=O)(NCCS(=O)(=O)N1CCN(c2ccccc2)CC1)c1ccc(Cl)cc1
[56] CCCCNC(=O)c1cccc2ncccc12
[57] Cc1ccc(-c2nnc(Nc3ccc(S(N)(=O)=O)cc3)c3ccccc23)cc1S(=O)(=O)N1CCCCC1
[58] CCCSC1=C(C#N)C(c2ccc(O)c(OC)c2)CC(=O)N1 (stereo not given)
[59] COc1ccc(-c2nc(C(N)=O)c3c(n2)n(-c2ccccc2OC)c(=O)n3C)c(OC)c1
[60] CCC(Cn1nnc2ccccc2c1=O)NC(=O)Nc1cc(C)cc(C)c1 (stereo not given)
[61] CCc1c(C)sc(NC(=O)c2sc3ccccc3c2Cl)c1C#N

screen / no.	55	56	57	58	59	60	61
AID inh	2%	6%	5%	3%	-10%	-12%	12%
UDG counter	-11%	9%	-7%	-2%	0%	-11%[57.5 µM]	8%

(continued)
[65] CCCCN(C)S(=O)(=O)c1cc(-c2nnc3c4ccccc4c(C)nn23)ccc1C
[66] COc1ccccc1NC(=O)c1sc(-c2ccc(Cl)cc2)cc1N
[67] COc1ccc(-c2nc3c4cnn(-c5ccccc5F)c4ncn3n2)cc1
[68] Cc1ccccc1CNC(=O)Cn1ncn2nc(-c3cccs3)cc2c1=O
[69] O=C(c1cccs1)C(O)c1cccs1 (stereo not given)
[70] Clc1ccccc1/C=N/Nc1ccccc1
[71] Oc1cccc(C(Nc2ccccn2)c2ccc3cccnc3c2O)c1Cl (stereo not given)
[72] Cc1nc2ccc(NC(=O)C3CCCC3)cc2s1

screen / no.	65	66	67	68	69	70	71	72
AID inh	?	-18%	19%	15%	80%[activator]	-5%	263%[activator]	-1%
UDG counter	-16%	-7%	0%	7%	-6%	-8%	-14%	4%

[73] Cc1cc(OC(C)C(=O)NC2CC(C)(C)NC(C)(C)C2)c2c(C)c(C)c(=O)oc2c1 (stereo not given)
[74] O=C(NCCOCCn1c(=O)oc2ccccc21)Nc1ccc(F)cc1
[75] Cc1cccc(C)c1OCC(=O)Nc1ccc2oc(C(F)(F)F)nc2c1
[76] CS(=O)(=O)Nc1ccccc1C(=O)OCc1cc(=O)n2nc(C3CCCCC3)sc2n1
[77] CCOc1ccccc1NC(=O)NC(CC)c1c(-n2cccc2)sc2c1CCN(C)C2 (stereo not given)
[78] Cc1cc(C)c2oc(-c3cccc(NC(=O)c4cc([N+](=O)[O-])ccc4N4CCOCC4)c3)nc2c1
[79] Cc1nn(-c2ccc(N3CCOCC3)nn2)c(C)c1CCC(=O)NCc1ccccc1
[80] Cc1c(C(=O)NC(C)c2ccccc2)[nH]c2c1C(=O)CCC2 (stereo not given)

screen / no.	73	74	75	76	77	78	79	80
AID inh	1%	46%[activator]	7%	21%	0%	-2%	8%	4%
UDG counter	3%	16%	3%	4%	-9%	-8%	21%	3%

[81] CC(C)OCCCNC(=O)CCCn1c(=O)[nH]c2ccsc2c1=O
[82] FC(F)(F)c1ccc(CCNC(=S)NCCc2ccccc2)cc1
[83] Cc1noc(C)c1Cn1c(=O)c2c(ncn2C2CCCC2)n(Cc2ccccc2)c1=O
[84] COCCCNCc1ccccc1C
[85] COc1ccc(CCC(=O)Nc2nc(C)c(C(C)=O)s2)cc1OC
[86] CC(C)(C)NC(=O)CNC(=O)CC1C=CCC1 (stereo not given)
[87] Cc1cc(NC(=O)n2ncc3c(C)cccc32)ccc1Br
[88] Cc1ccc(CN(CC(=O)N(C)Cc2ccsc2)C2CC2)cc1

screen / no.	81	82	83	84	85	86	87	88
AID inh	20%	-12%	0%	0%	-6%	-6%	2%	-3%
UDG counter	-5%	-4%	4%	-1%	0%	-4%	9%	2%
